Compound activity as filed in PubChem BioAssay.
PGK inhibitor: qHTS Assay to Find Inhibitors of Phosphoglycerate Kinase; Phosphoglycerate kinase, glycosomal (Trypanosoma brucei brucei), P07378; PGK/GAPDH coupled, Kinase-Glo luminescence, 60 min; Potency, µM (highest dose often 57.5 µM), for inactives: at the highest dose activity change, negative = inhibition, most hits filed as inhibitors; actives 0.043% (n = 380,000); AID 602233, 2012; also: potency is read from the fitted curve at half-maximal effect; % is scaled to controls: 0 for no effect and ±100 for the full control effect; nearly all actives have a fitted effect of over 60% in size
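Recombinant glycosomal PGK reaction used 1,3-bisphosphoglycerate generated in-well by GAPDH (100nM final) in 100mM TEA pH 7.6, 5mM MgCl2, 0.01% Tween-20. After 60 minutes at room temperature, ATP was read by Kinase-Glo Plus luminescence end-point.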
Pol beta inh: qHTS Assay for Inhibitors of DNA Polymerase Beta; actives 1.3% (n = 340,000); Pol beta primer extension/strand displacement, fluorescence kinetic; Potency, µM (highest dose often 114 µM), without a hit: top-dose activity change, negative = inhibition, usual class: inhibitors; AID 485314, 2010; also: potency is read from the fitted curve at half-maximal effect; % is scaled to controls: 0 for no effect and ±100 for the full control effect
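Curves were derived by four-parameter Hill fits of normalized qHTS data. The kinetic fluorescent primer-extension read was taken at 0 and 10 min after 50 nM substrate, following a 15 min room-temperature preincubation of 10 nM enzyme with compounds.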
Anesthetic bind: qHTS Assay for Identification of Novel General Anesthetics | Ferritin light chain (Equus caballus), P02791 | apoferritin/1-aminoanthracene competitive binding, fluorescence | Potency, µM (series often up to 77.5 µM), inactives show top-dose activity change, negative = displacement, actives largely listed as inhibitors | actives 0.074% (n = 350,000) | AID 485281, 2010; also: potency is read from the fitted curve at half-maximal effect; % is scaled to controls: 0 for no effect and ±100 for the full control effect; nearly all actives have a fitted effect of over 20% in size
Target sequence (P02791 2-175 limits assumed): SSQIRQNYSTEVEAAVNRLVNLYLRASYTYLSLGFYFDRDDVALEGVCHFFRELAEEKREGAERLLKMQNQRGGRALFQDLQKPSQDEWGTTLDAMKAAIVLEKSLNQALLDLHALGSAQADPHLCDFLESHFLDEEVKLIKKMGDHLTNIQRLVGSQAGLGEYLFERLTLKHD
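Read-out: endpoint 1-AMA fluorescence, excitation 380 nm and emission 535 nm, after compounds sit 10 min at room temperature with 10 uM horse-spleen apoferritin in 50% saturated 1-AMA/PBS. Values come from four-parameter Hill fits.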
Pol eta inh: qHTS for Inhibitors of Polymerase Eta. DNA polymerase eta (Homo sapiens), Q9Y253. recombinant Pol eta, fluorescent DNA replication assay. Potency, µM (titrated, usually from 114 µM), for the others: top-dose activity change, negative = inhibition, hits mostly inhibitors. actives 1.2% (n = 390,000). AID 588591, 2011; also: potency is read from the fitted curve at half-maximal effect; % is scaled to controls: 0 for no effect and ±100 for the full control effect
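Fluorescent replication assay: 50 nM final substrate added after a 15 min room-temperature compound preincubation with 10 nM enzyme. Signal taken at 0 min and again at 10 min.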
Pol iota inh: qHTS for Inhibitors of Polymerase Iota; DNA polymerase iota (Homo sapiens), Q9UNA4; Pol iota fluorescent replication assay, 10 min; Potency, µM (top dose mostly 115 µM), without a hit: at the top dose activity, negative = inhibition, hits mostly inhibitors; actives 1% (n = 390,000); AID 588590, 2011; also: potency is read from the fitted curve at half-maximal effect
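Pol iota at 10 nM preincubated 15 min with compounds at room temperature; reaction started with fluorescent substrate, 50 nM final. Fluorescence read kinetically at 0 and 10 min; buffer-only wells as negative control.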
APE1 inh: qHTS Assay for Inhibitors of the Human Apurinic/apyrimidinic Endonuclease 1 (APE1); recombinant APE1, TAMRA/BHQ-2 abasic DNA cleavage fluorescence; DNA repair nuclease/redox regulator APEX1 (Homo sapiens), P27695; Potency, µM (series often up to 65.8 µM), without a hit: at the top dose activity change, negative = inhibition, actives largely listed as inhibitors; actives 0.35% (n = 350,000);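 also: potency is read from the fitted curve at half-maximal effect; plate controls were vehicle for no effect and reference inhibitor for full effect; nearly all actives have a fitted effect of over 55% in size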
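Kinetic fluorescence read (525 ex/598 em nm, three reads 60 s apart) of AP-site incision; signal = third minus first read. Enzyme 0.75 nM, dual-labelled THF duplex 50 nM, compound preincubation 15 min RT.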
BLM inh: qHTS Assay for Inhibitors of Bloom's syndrome helicase (BLM) | recombinant BLM DNA unwinding, fluorescence dequenching | Potency, µM (highest dose often 56.1 µM), for inactives: at the highest dose activity change, negative = inhibition, usual class: inhibitors | actives 0.2% (n = 350,000);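 also: potency is read from the fitted curve at half-maximal effect; plate controls were vehicle for no effect and no enzyme for full effect; nearly all actives have a fitted effect of over 35% in size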
POLK inh: qHTS for Inhibitors of Polymerase Kappa; AID 588579, 2011; actives 0.53% (n = 400,000); purified Pol kappa, fluorescent DNA synthesis assay, 10 min; Potency, µM (series often up to 107 µM), inactives show at the highest dose activity, negative = inhibition, usual class: inhibitors; DNA polymerase kappa (Homo sapiens), Q9UBT6; also: potency is read from the fitted curve at half-maximal effect; % is scaled to controls: 0 for no effect and ±100 for the full control effect
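Kinetic fluorescence screen: compound preincubated 15 min RT with 10 nM enzyme; 50 nM substrate (final) initiates; reads at 0/10 min.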
RXFP1 antagonist: qHTS Assay for Antagonists of the Relaxin Receptor RXFP1; Relaxin receptor 1 (Homo sapiens), Q9HBX9; HEK293-RXFP1, relaxin-stimulated cAMP HTRF, 30 min; hits give low values; activity change, negative = inhibition, % at 57.5 µM; actives 0.59% (n = 350,000); AID 1259400, 2018;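 active = activity change of -60% or lower, but not beyond a set lower limit; inconclusive = change between -60% and -40%, or beyond the set limit; inactive = change above -40%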; also: % is scaled to controls: 0 for no effect and ±100 for the full control effect
Target sequence (Q9HBX9 whole entry, looked up): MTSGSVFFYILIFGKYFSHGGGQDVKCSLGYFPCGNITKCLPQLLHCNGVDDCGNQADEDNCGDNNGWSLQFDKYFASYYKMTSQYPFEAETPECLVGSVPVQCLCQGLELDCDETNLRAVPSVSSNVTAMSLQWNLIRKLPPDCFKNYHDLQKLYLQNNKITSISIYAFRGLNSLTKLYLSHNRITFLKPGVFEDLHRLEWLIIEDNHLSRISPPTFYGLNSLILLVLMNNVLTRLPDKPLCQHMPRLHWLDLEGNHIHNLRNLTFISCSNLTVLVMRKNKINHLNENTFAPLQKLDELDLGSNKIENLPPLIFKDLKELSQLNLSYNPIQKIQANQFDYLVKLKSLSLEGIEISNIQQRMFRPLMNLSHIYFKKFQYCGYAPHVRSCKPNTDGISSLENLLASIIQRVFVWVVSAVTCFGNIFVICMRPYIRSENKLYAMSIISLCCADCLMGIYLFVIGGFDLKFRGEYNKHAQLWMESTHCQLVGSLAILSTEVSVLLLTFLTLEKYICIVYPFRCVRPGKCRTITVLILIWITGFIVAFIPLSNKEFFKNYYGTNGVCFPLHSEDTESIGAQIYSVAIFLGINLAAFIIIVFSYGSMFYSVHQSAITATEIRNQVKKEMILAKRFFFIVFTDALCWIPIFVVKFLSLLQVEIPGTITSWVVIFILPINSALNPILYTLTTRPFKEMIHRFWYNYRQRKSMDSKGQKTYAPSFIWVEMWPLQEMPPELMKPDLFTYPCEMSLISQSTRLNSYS
Starred values were filed as active, the others as inactive; i = inactive; ? = inconclusive; nt = no result given; [ ] = another dose, or the depositor's remark. Unless noted, calls follow the shape of the dose curve; as a rule, active = well fitted curve in the direction sought with a large enough effect; inconclusive = small, poorly fitted or top-dose-only effect, or another doubt; inactive = no such curve, though single readings can be large; an effect the other way counts as inactive or inconclusive. A portion of the library (hit frequency here may not be typical).

The first 5 entries (preview)
SMILES	PGK inhibitor	Pol beta inh	Anesthetic bind	Pol eta inh	Pol iota inh	APE1 inh	BLM inh	POLK inh	RXFP1 antagonist
CCOC(=O)N1CCN(C(=O)c2ccc(NC(C)=O)cc2)CC1	13.0%	2.1%	-11.4%	-1.7%	2.1%	8.5%	-3.6%	-12.6%	-2.1
O=C(O)[C@@H]1CSC2(CCSC2)N1 (stereo partly drawn)	nt	26.1%	-14.1%	nt	nt	18.7%	-2.1%	nt	nt
COc1ccc(C2C(C(=O)Nc3ccccc3)=C(C)Nc3nc(-c4ccc(Cl)cc4)nn32)cc1 (stereo not drawn)	10.4%	1.6%	-8.7%	0.0%	-16.8%	nt	-15.0%	-9.1%	nt
CC(CNC(=O)COC(=O)c1cccs1)c1ccccc1 (stereo not drawn)	i	nt	nt	-16.2%	-20.5%	12.6%	nt	-4.7%	-11.8
c1ccc(N2CCN(Cc3cn4ccccc4n3)CC2)cc1	-6.9%	46.5%	-1.1%	-6.0%	13.1%	-3.2%	1.1%	14.5%	-0.8

The whole of this part, repeating the preview:
SMILES	PGK inhibitor	Pol beta inh	Anesthetic bind	Pol eta inh	Pol iota inh	APE1 inh	BLM inh	POLK inh	RXFP1 antagonist
CCOC(=O)N1CCN(C(=O)c2ccc(NC(C)=O)cc2)CC1	13.0%	2.1%	-11.4%	-1.7%	2.1%	8.5%	-3.6%	-12.6%	-2.1
O=C(O)[C@@H]1CSC2(CCSC2)N1 (stereo partly drawn)	nt	26.1%	-14.1%	nt	nt	18.7%	-2.1%	nt	nt
COc1ccc(C2C(C(=O)Nc3ccccc3)=C(C)Nc3nc(-c4ccc(Cl)cc4)nn32)cc1 (stereo not drawn)	10.4%	1.6%	-8.7%	0.0%	-16.8%	nt	-15.0%	-9.1%	nt
CC(CNC(=O)COC(=O)c1cccs1)c1ccccc1 (stereo not drawn)	i	nt	nt	-16.2%	-20.5%	12.6%	nt	-4.7%	-11.8
c1ccc(N2CCN(Cc3cn4ccccc4n3)CC2)cc1	-6.9%	46.5%	-1.1%	-6.0%	13.1%	-3.2%	1.1%	14.5%	-0.8
O=C(CN1C(=O)NC2(CCCCC2)C1=O)Nc1ccc2c(c1)OCCCO2	3.7%	nt	nt	-20.0%	9.1%	-15.9%	nt	0.0%	5.3
CC(C)c1nc(N2CCOCC2)c(C#N)c2c1COC(C)(C)C2	1.4%	0.2%	-13.7%	-3.2%	10.8%	-1.0%	-4.4%	-6.5%	-7.4
Cc1cc(C)cc(C(=O)Nn2cnnc2)c1	i	65.7%	0.9%	-15.0%	176.4%[activator]	27.1%	-3.2%	-2.3%	6.5
Cc1ccccc1NC(=O)Cn1cc(C(=O)c2ccco2)c2ccccc21	-8.6%	?	5.4%	-13.9%	?	nt	-14.6%	-11.7%	-13.8
CC(=O)Nc1ccc(/C(C)=N/NS(=O)(=O)c2ccc(C)cc2)cc1	i	3.6%	-21.2%	1.7%	-2.7%	-1.8%	-2.0%	-4.0%	0.6
NNC(=O)C1CCCn2c1nc1sc3c(c1c2=O)CCCC3 (stereo not drawn)	9.2%	2.8%	-15.7%	-1.4%	13.8%	-0.7%	-0.3%	-0.5%	-8.9
Cc1ccc(SCC(=O)c2c(C)[nH]c3ccccc23)cc1	-6.6%	-0.8%[57.1 µM]	-7.9%	-11.0%	61.6%[activator]	-8.2%	0.1%	-5.7%	-1.7
CC(c1ccco1)N(C(=O)c1ccccc1F)c1ccccn1 (stereo not drawn)	-9.8%	-1.0%	0.0%	-15.1%	69.1%[activator]	-0.4%	-1.7%	-2.9%	5.2
COc1ccccc1NC(=O)c1c(NC(=O)c2ccco2)sc2c1CCC2	-9.5%	-19.0%	-8.8%	-12.5%	-10.1%	2.4%	-2.7%	-4.3%[60.1 µM]	5.5
COc1cc(C)ccc1OCc1cc(C(=O)N2CCN(C)C[C@@H]2c2ccccc2)no1	-0.8%	2.2%	-19.8%	-15.4%	22.8%	71.1%[activator]	-4.5%	9.7%	-4.6
Fc1ccc(CNCc2ccccc2C(F)(F)F)cc1	4.2%	40.9%	-8.4%	-5.6%	3.8%	-1.0%	2.7%	-2.9%	3.9
Cc1ccc(OCCn2cc(C=O)c3ccccc32)cc1	i	?	1.6%	-10.7%	9.7%	-4.0%	-2.1%	-10.5%	1.1
COC(=O)c1c(NC(=O)COC(=O)C2CCC2)sc(C)c1C	i	nt	nt	-20.2%	27.6%	3.0%	nt	-0.3%	?
CCCN[C@H]1CCc2nc(N)sc2C1	-0.6%	nt	nt	-10.1%	?	nt	5.5%	-5.3%[19.4 µM]	2.6
CN1c2ccc(Cl)cc2-c2nc(SCC(=O)NCc3ccc(F)cc3)ncc2S1(=O)=O	-1.5%	-1.1%	-3.7%	-11.0%	13.3%	nt	0.2%	1.0%	-3.3
CC(C)CCOC(=O)C(C)Sc1n[nH]c(=O)[nH]c1=O (stereo not drawn)	-10.2%	-16.5%	-17.7%	-12.9%	-17.4%	3.5%	2.2%	8.9%	-6.2
CCC(=O)Nc1ccccc1C(=O)N1CCCC1	-2.3%	29.2%	-18.2%	-15.6%	4.3%	2.7%	-4.5%	2.3%	-0.8
CCn1c(=O)n(CC)c2cc(N3CCCC3)c(NC(=O)c3c(F)cccc3F)cc21	-3.8%	25.4%	-8.3%	3.3%	-15.1%	24.1%	-0.8%	-21.0%	12.3
CC(=O)c1cccc(NS(=O)(=O)c2ccc(N/C=C\C(=O)c3ccc(C)cc3)cc2)c1	4.3%	-0.5%	-12.8%	-26.3%	13.8%	-8.6%	-1.4%	-13.8%	0.9
CC(=O)N1c2ccccc2NC2=C(C(=O)CCC2)C1c1cccnc1 (stereo not drawn)	6.6%	-8.8%	-5.8%	-3.3%	14.7%	5.2%	-1.0%	-6.4%	-1.1
SMILES	PGK inhibitor	Pol beta inh	Anesthetic bind	Pol eta inh	Pol iota inh	APE1 inh	BLM inh	POLK inh	RXFP1 antagonist
O=S(=O)(NC(=S)c1ccccc1)c1ccc(Cl)cc1	i	-8.7%	-4.9%	-13.3%	21.4%	20.3%[12.4 µM]	1.8%	-4.2%	-3.5
C/C=C/c1ccc(OC)c(OC(C)=O)c1	3.0%	6.4%	-5.6%	-1.1%	3.8%	0.8%	-0.4%	0.8%	0.3
NNC(=O)c1cc(-c2ccco2)[nH]n1	-0.6%	19.9%	-17.1%	-13.6%	14.9%	-4.6%	0.1%	6.6%	-8.6
O=C(Cc1ccccc1)c1c[nH]c(C(=O)NCCCn2ccnc2)c1	nt	8.5%	-10.1%	nt	nt	16.9%	-4.4%	nt	nt
COc1cc(Cl)c(C)cc1Nc1ncnc2c1nc1n2CCCC1	-8.8%	8.8%	-2.2%	-23.9%	13.7%	nt	1.7%	-0.7%	-6.2
O=C(COc1ccc([N+](=O)[O-])cc1)NCC(c1cccs1)N1CCOCC1 (stereo not drawn)	-12.0%	nt	nt	-5.3%	35.7%[activator]	1.5%	nt	2.2%	5.4
O=C(N/N=C/c1ccc(O)cc1O)C1CC1	-8.7%	nt	nt	-17.4%	-1.5%	nt	nt	0.0%	2.5
CCN(CCCNC(=O)CCNC(=O)Cn1cnc2ccccc2c1=O)c1cccc(C)c1	3.3%	-1.3%	-4.3%	-9.3%	18.0%	6.2%	-0.2%	-3.7%	-8.8
CCN(CC)C(=O)[C@H]1CC(CC(=O)NCC23CC4CC(CC(C4)C2)C3)C(=O)N2CCc3c([nH]c4ccccc34)[C@]12C (stereo partly drawn)	-2.2%	nt	nt	-25.7%	13.9%	-11.7%	nt	-10.3%	nt
CCc1ccc(CNC(=O)c2ccc3c(c2)nc2n3CCOC2)cc1	3.1%	-4.6%	53.5%[activator]	-11.8%	0.9%	nt	-0.2%	-10.9%[60.1 µM]	1.1
COc1ccc(-c2ccc(=O)n(CC(=O)Nc3ccccc3C(F)(F)F)n2)cc1	-5.6%	17.6%	?	-15.6%	18.7%	nt	-1.2%	-11.9%[60.1 µM]	-2.4
Cc1nn(-c2ccc(F)cc2)c2sc(C(=O)OCC(=O)N3CCC(C)CC3)cc12	-3.9%	-6.0%	-0.3%	-10.3%	5.1%	2.3%	0.7%	-4.3%	-3.0
COc1ccccc1Nc1ncc(-c2cccs2)s1	-2.3%	1.6%	-17.1%	-7.9%	?	-2.9%	-9.0%	-32.3%	-11.3
CCOc1ccccc1NC(=O)C(CC)n1c(C(=O)OC)cc2occc21 (stereo not drawn)	-1.3%	25.0%	103.1%[activator]	-23.4%	5.3%	nt	-9.9%	6.3%	-17.7
COc1cc(C(=O)/C=C/c2cccnc2)c([N+](=O)[O-])cc1OC	-1.5%	nt	nt	12.2%	-17.6%	19.6%	nt	-0.4%	nt
Cc1ccc(C2=CSC3=NS(=O)(=O)CCN23)cc1	-5.5%	24.2%	-8.3%	1.1%	77.8%[activator]	-8.7%	-2.3%	-6.7%	2.0
CCOc1ccc(NC(=O)Cn2nnc(C(=O)OC)c2C(=O)OC)cc1	i	-2.1%	-1.9%	-8.7%	-2.6%	nt	-1.6%	-6.6%	-1.0
CCn1c(SCC(=O)NCC2CCCO2)nc2c([nH]c3ccccc32)c1=O (stereo not drawn)	-0.4%	48.9%	-4.2%	-18.8%	-3.2%	-11.6%	-0.2%	-3.8%	-8.2
